Screening data as filed in PubChem.
TDP1 inh: blocks human tyrosyl-DNA phosphodiesterase 1. recombinant TDP1, AlphaScreen DNA substrate cleavage. AID 485290. Q9NUW8. actives 0.28% (n = 350,000). Potency, µM (titrated, usually from 130 µM), for inactives: at the highest dose activity change, negative = inhibition, most hits filed as inhibitors; note: nearly all actives have a fitted effect of over 40% in size
Target sequence (Q9NUW8 whole entry, looked up): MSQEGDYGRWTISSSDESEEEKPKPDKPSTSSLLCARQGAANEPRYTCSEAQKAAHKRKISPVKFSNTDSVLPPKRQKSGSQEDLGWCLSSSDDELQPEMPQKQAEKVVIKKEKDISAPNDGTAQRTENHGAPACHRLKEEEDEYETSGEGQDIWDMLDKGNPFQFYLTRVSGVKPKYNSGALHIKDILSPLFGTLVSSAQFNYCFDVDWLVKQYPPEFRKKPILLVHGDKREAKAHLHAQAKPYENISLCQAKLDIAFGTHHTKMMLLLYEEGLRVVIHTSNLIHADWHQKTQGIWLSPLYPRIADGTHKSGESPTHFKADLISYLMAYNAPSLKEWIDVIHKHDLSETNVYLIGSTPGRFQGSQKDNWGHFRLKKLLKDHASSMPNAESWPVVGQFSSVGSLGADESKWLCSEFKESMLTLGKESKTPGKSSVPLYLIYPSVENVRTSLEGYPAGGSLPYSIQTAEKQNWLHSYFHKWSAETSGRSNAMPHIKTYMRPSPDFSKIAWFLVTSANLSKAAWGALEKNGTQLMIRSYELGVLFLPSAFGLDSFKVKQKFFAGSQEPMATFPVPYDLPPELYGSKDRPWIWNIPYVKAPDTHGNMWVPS
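E. coli-derived human Tdp1, 1 nM final. Cpd preinc 15 min RT; substrate 15 nM final, 5 min RT; AS bead mix 10 ug/ml final, 10 min RT. Signal loss = tyrosine-FITC cleavage. No-enzyme wells = max signal.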
FEN1 inhibitor: blocks human flap endonuclease 1; actives 0.35% (n = 390,000); Potency, µM (series often up to 114 µM), without a hit: top-dose activity change, negative = inhibition, usual class: inhibitors; AID 588795; Recombinant FEN1 flap cleavage, fluorescence, 15 min; P39748; note: nearly all actives have a fitted effect of over 65% in size
Target sequence (P39748 whole entry, looked up): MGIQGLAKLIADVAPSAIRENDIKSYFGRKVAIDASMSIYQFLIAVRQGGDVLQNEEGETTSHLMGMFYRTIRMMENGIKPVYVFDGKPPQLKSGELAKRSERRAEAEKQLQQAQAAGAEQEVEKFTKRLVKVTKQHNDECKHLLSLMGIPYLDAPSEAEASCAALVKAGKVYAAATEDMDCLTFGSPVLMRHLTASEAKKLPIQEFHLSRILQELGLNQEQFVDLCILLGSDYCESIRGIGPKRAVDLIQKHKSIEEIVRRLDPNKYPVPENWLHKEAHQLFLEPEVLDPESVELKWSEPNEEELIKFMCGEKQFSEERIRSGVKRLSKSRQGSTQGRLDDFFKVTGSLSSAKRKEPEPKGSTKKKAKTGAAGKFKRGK
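Read-out was taken twice, immediately and after 15 min, following addition of 50 nM substrate to 10 nM FEN1 that had sat with test compound for 15 min at room temperature. Curves came from a four-parameter Hill model.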
N370S GC mod: inhibitors or activators of N370S glucocerebrosidase for Gaucher disease; P04062; N370S GC spleen homogenate, 4MU-glucoside fluorescence; Potency, µM (highest dose often 59.4 µM), without a hit: at the top dose activity change, negative = inhibition, hits mostly inhibitors; actives 0.092% (n = 330,000);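 note: 0% = full enzyme activity and -100% = no enzyme basal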
* = called active by the depositor; ? = inconclusive; nt = not tested or not shown; & = joins results of further samples; [ ] = dose if it differs, or a comment. Calls come from the whole dose curve; as a rule, active = well fitted curve in the direction sought with a large enough effect; inconclusive = small, poorly fitted or top-dose-only effect, or another doubt; inactive = no such curve, though single readings can be large; an effect the other way counts as inactive or inconclusive. Unless noted, % is set by controls: 0 for no effect and ±100 for the full control effect; potency is the fitted concentration of half-maximal effect.

SMILES | TDP1 inh | FEN1 inhibitor | N370S GC mod
Cc1ccc(CNC(=O)Cc2c(C)c3c(cc(C)c4c(C)coc43)oc2=O)cc1 | -4.7% | 14.3% | nt
COc1ccc(/C=N\NC(=O)C2C(=O)NCC2c2ccccc2)cc1O (stereo not given) | 2.1% | 6.8% | 3.5%
Cc1cccc(N2CCN(C(=O)C3CCC(=O)N(C4CC4)C3)CC2)c1C (stereo not given) | 0.9% | -9.5% | -12.2%
C=CCOc1ccc(C2=NOC(C(=O)Nc3ccc4c(c3)OCCO4)C2)cc1OC (stereo not given) | nt | -15.6% | -17.0%
O=C(NC(=S)N1CCN(c2ccc(Cl)cc2[N+](=O)[O-])CC1)c1cccs1 | -4.1% | 2.5% | 7.5%
COc1ccc(Cc2n[nH]c(=S)n2-c2ccc3c(c2)OCCO3)cc1 | 2.4% | -4.2% | -0.2%
COCc1cc(C)nc(SCC(=O)Nc2ccc(C)c(C)c2)c1C#N | -3.4% | 1.5% | 8.6%
OCC1OC(n2cnc3c(Cl)nc(Cl)nc32)C(O)C1O (stereo not given) | 4.5% | nt | 3.4%
COc1cccc(OC)c1C(=O)Nc1cc(C)nn1-c1nc2ccccc2[nH]1 | 5.1% | -6.1% | -5.2%
O=c1[nH]c(C2CCCN(S(=O)(=O)c3ccccc3)C2)nc2c1nnn2Cc1ccc(OC(F)(F)F)cc1 (stereo not given) | 3.2%&-1.2% | 21.4%&6.6% | -5.1%
CCC1(c2ccc(F)cc2)NC(=O)N(CC(=O)Nc2ccc(S(N)(=O)=O)cc2)C1=O (stereo not given) | -5.1% | -0.7% | -3.1%
Cc1ccc(NC(=O)COC(=O)CNC(=O)C2CCCCC2)c(Br)c1 | 0.0% | 3.1% | -2.0%
CC1(C)CC(=O)C=C(NC2CC(C)(C)NC(C)(C)C2)C1 | -1.0% | -10.3% | -4.7%
CCOC(=O)c1cnc(SCC#N)nc1N | 3.1% | 11.9% | 2.6%
CC(C)c1nc(CNC(=O)CC2C(=O)NCCN2Cc2ccoc2)cs1 (stereo not given) | nt | 3.1% | -6.7%
Cc1cc(N2CCN(C)CC2)nc2ccc(NC(=S)N3CCN(c4cccc(Cl)c4)CC3)cc12 | 6.9% | 4.6% | -23.7%
CNC(=O)CSCc1c(F)cccc1Cl | 5.9%[56.1 µM] | -14.1% | 4.4%
COc1ccc(-c2noc3c2-c2nc(C4CCCCC4)sc2CC3)cc1 | nt | 15.2% | 13.5%
CC(=O)OCC1OC(OC2C[C@]3(C)C(CC(O)C4C([C@](C)(CCC=C(C)C)OC5OC(CO)C(O)C(O)C5O)CC[C@]43C)[C@@]3(C)CCC(O)C(C)(C)C23)C(O[C@@H]2OC(C)C(O)C(O)C2O)C(O)C1O (stereo not given in full) | -1.0% | 3.2% | nt
COc1ccc(CNC(=O)Cn2c(=O)cc(-c3ccccc3)c3c(C)nn(C)c32)cc1 | 3.2% | -15.4% | nt
CNS(=O)(=O)c1ccc(NC(=O)Nc2cccc(F)c2)cc1 | 2.4% | -8.3% | 24.9%
O=C(CCl)N1CCN(S(=O)(=O)c2ccc3ccccc3c2)CC1 | 14.6% | -3.9% | -5.9%
Cc1ccc(S(=O)(=O)c2nnn3c2nc(NC2CCCCC2)c2sccc23)cc1C | 2.6% | 2.2% | nt
O=C(NCCCN1CCCC1=O)c1ccc(S(=O)(=O)Nc2cccc(C(F)(F)F)c2)cc1 | -0.4% | 4.7% | -7.6%
COCCNC(=O)/C(C#N)=C/c1c(N2CCN(c3ccc(OC)cc3)CC2)nc2c(C)cccn2c1=O | nt | 6.4% | ?
CCOc1ccc(S(=O)(=O)NCCC(=O)N2CCN(c3ccc(OC)cc3)CC2)cc1 | 4.3% | -6.1% | -0.7%
Cc1ccc(Nc2ncnc3sc(C)c(C)c23)cc1 | -2.5% | -9.9% | 8.9%
CCc1nc2ccccc2n1CC(=O)OCC(=O)N(CC(C)C)c1c(N)n(Cc2ccccc2)c(=O)[nH]c1=O | -9.5%[0.505 µM] | 4.7% | 0.9%
CCOc1ccccc1OCCCC(=O)OCC(=O)Nc1cccc(Cl)c1 | -1.1% | 3.5% | -0.4%
CC(=O)c1cccc(NC(=O)c2cnn3ccccc23)c1 | 3.9% | 10.4% | 4.6%
CCCS(=O)(=O)c1ncc(Cl)c(C(=O)Nc2c(C(=O)Nc3ccccc3)oc3ccccc23)n1 | 4.9% | -0.8% | nt
COC(=O)c1ccccc1N=Nc1c(C)[nH][nH]c1=O | nt | 0.2% | -27.5%
CCN(Cc1ccccc1)C(=O)CCS(=O)(=O)c1ccc2c(c1)oc(=O)n2C | 4.8%&3.2% | -2.0%&17.5% | ?
O=C(O)CCCNC(=O)CCCNC(=O)C(c1ccccc1)c1ccccc1 | 2.7% | 12.0% | 2.1%
Cn1c(Cn2nnc3ccccc32)nnc1SCC(=O)NCc1ccc2c(c1)OCO2 | 0.0% | 1.6% | 4.0%
COCCCNC(=O)CSC1=Nc2ccccc2C2=NC(CCC(=O)NCc3ccc(OC)cc3)C(=O)N12 (stereo not given) | -3.4% | 1.3% | nt

An excerpt of these results, with values under each structure.
Below each compound – TDP1 inh | FEN1 inhibitor | N370S GC mod
- CNS(=O)(=O)c1ccc(NC(=O)Nc2cccc(F)c2)cc1
  2.4% | -8.3% | 24.9%
- O=C(CCl)N1CCN(S(=O)(=O)c2ccc3ccccc3c2)CC1
  14.6% | -3.9% | -5.9%
- Cc1ccc(S(=O)(=O)c2nnn3c2nc(NC2CCCCC2)c2sccc23)cc1C
  2.6% | 2.2% | nt
- O=C(NCCCN1CCCC1=O)c1ccc(S(=O)(=O)Nc2cccc(C(F)(F)F)c2)cc1
  -0.4% | 4.7% | -7.6%
- COCCNC(=O)/C(C#N)=C/c1c(N2CCN(c3ccc(OC)cc3)CC2)nc2c(C)cccn2c1=O
  nt | 6.4% | ?
- CCOc1ccc(S(=O)(=O)NCCC(=O)N2CCN(c3ccc(OC)cc3)CC2)cc1
  4.3% | -6.1% | -0.7%
- Cc1ccc(Nc2ncnc3sc(C)c(C)c23)cc1
  -2.5% | -9.9% | 8.9%
- CCc1nc2ccccc2n1CC(=O)OCC(=O)N(CC(C)C)c1c(N)n(Cc2ccccc2)c(=O)[nH]c1=O
  -9.5%[0.505 µM] | 4.7% | 0.9%
- CCOc1ccccc1OCCCC(=O)OCC(=O)Nc1cccc(Cl)c1
  -1.1% | 3.5% | -0.4%
- CC(=O)c1cccc(NC(=O)c2cnn3ccccc23)c1
  3.9% | 10.4% | 4.6%
- CCCS(=O)(=O)c1ncc(Cl)c(C(=O)Nc2c(C(=O)Nc3ccccc3)oc3ccccc23)n1
  4.9% | -0.8% | nt
- COC(=O)c1ccccc1N=Nc1c(C)[nH][nH]c1=O
  nt | 0.2% | -27.5%
- CCN(Cc1ccccc1)C(=O)CCS(=O)(=O)c1ccc2c(c1)oc(=O)n2C
  4.8%&3.2% | -2.0%&17.5% | ?
- O=C(O)CCCNC(=O)CCCNC(=O)C(c1ccccc1)c1ccccc1
  2.7% | 12.0% | 2.1%
- Cn1c(Cn2nnc3ccccc32)nnc1SCC(=O)NCc1ccc2c(c1)OCO2
  0.0% | 1.6% | 4.0%
- COCCCNC(=O)CSC1=Nc2ccccc2C2=NC(CCC(=O)NCc3ccc(OC)cc3)C(=O)N12 (stereo not given)
  -3.4% | 1.3% | nt

(list continues)
SMILES | TDP1 inh | FEN1 inhibitor | N370S GC mod
Fc1ccccc1CSc1ncn[nH]1 | 2.4% | 4.0% | 5.1%
c1ccc(NC2=NCCN2CC2CCCCCC2)cc1 | 2.3% | 17.8% | -1.4%
Cn1nc(C(=O)Nc2ccc(-n3cnnn3)cc2)c2ccccc2c1=O | -4.9% | 12.6% | nt
Cc1cccn2c(=O)c3cc(C(=O)NCCC4=CCCCC4)n(C)c3nc12 | -3.2% | 15.2% | 7.3%
Cc1ccc(NC(=O)CCc2c(C)nn(-c3ccc(N4CCOCC4)nn3)c2C)cc1 | 2.0% | 17.4% | -13.9%
CC(C)(C)c1ccc(/C=C/C(=O)NCCCn2ccnc2)cc1 | nt | 0.3% | -11.8%
COc1ccc(S(=O)(=O)N(C)C)cc1NCC(=O)Nc1ccc(Br)c(C)c1 | 5.0% | -7.6% | 0.4%
O=C1c2cccnc2C(Nc2ccc(S(=O)(=O)N3CCCCC3)cc2)N1Cc1ccccc1 (stereo not given) | 1.1% | -16.0% | ?
CC(=O)N1CCc2cc(S(=O)(=O)NCCC(=O)NCCc3ccccc3)ccc21 | 6.5% | -1.7% | 0.6%
O=C(COC(=O)c1cccs1)NCc1ccccc1 | 3.0% | 3.3% | 3.8%
C=CCn1c(SCC(=O)c2ccc(Cl)cc2)nnc1-c1ccc2c(c1)OCO2 | 0.0% | -11.6% | 9.5%
COc1cccc(OCC(O)CNC(C)c2ccccc2)c1 (stereo not given) | 5.8% | -14.8% | -2.6%

A run of entries taken from the entries so far, for reference:
SMILES | TDP1 inh | FEN1 inhibitor | N370S GC mod
C=CCn1c(SCC(=O)c2ccc(Cl)cc2)nnc1-c1ccc2c(c1)OCO2 | 0.0% | -11.6% | 9.5%
COc1cccc(OCC(O)CNC(C)c2ccccc2)c1 (stereo not given) | 5.8% | -14.8% | -2.6%

New compounds follow:
SMILES | TDP1 inh | FEN1 inhibitor | N370S GC mod
COc1ccccc1CNC(=O)CN1C(=O)COc2ccc(S(=O)(=O)N3CCCCC3)cc21 | 6.1%&5.1% | 7.0%&-4.3% | -2.2%
Cc1nn(C(=O)c2cccc(F)c2)c(C)c1S(=O)(=O)N1CCOCC1 | 1.8% | -2.0% | nt
C=CCOc1ccc(CN(C)C(=O)CNC(=O)c2ccc(-c3ccccc3)cc2)cc1 | nt | -5.6% | -0.9%
Cc1ncc(CN2CCCC(C(=O)Nc3ccc(-c4ccco4)cc3)C2)n1C (stereo not given) | 3.5% | -5.6% | -3.3%
C#CC1(NC(=O)NCCCC)CCCCC1 | nt | -4.1% | 5.9%
O=C(CN1CCN(c2cccc(Cl)c2)CC1)NCc1ccccc1 | 5.4% | 13.0% | -1.0%
CCOC(=O)CSc1nnc(NC(=O)c2cc([N+](=O)[O-])cc([N+](=O)[O-])c2)s1 | 2.8% | -11.0% | -13.5%
Cc1ccc(NC(=O)CN(c2ccccc2)S(=O)(=O)N(C)C)cc1Cl | -1.1% | 1.8% | nt
Cc1ccc(C(=O)N/C(=C\c2ccc3c(c2)OCO3)C(=O)N2CCOCC2)cc1 | 1.6% | -0.6% | -3.1%
CCOC(=O)C1C(=O)C=C(C)C(C(=O)OCC)C1c1cccc([N+](=O)[O-])c1 (stereo not given) | 4.6% | -1.9% | -5.0%
O=C1c2oc3ccc(F)cc3c(=O)c2C(c2cccc([N+](=O)[O-])c2)N1CCCN1CCOCC1 (stereo not given) | 11.4% | -8.4% | nt
COc1ccc(-c2c3c(=O)n(C)c(=O)n(C)c3c3c(-c4ccccc4)nc4ccccc4n23)cc1 | -2.1% | 16.5% | nt
CCOc1ccc(NC(=O)Cn2c(CCC(=O)O)ccc2-c2ccc(Cl)cc2)cc1 | 1.2% | 5.3% | nt
COc1cc(-c2n[nH]c(=S)n2-c2ccccc2C(F)(F)F)cc(OC)c1OC | 5.5% | 3.2% | 20.2%
COCCNC(=O)c1cc(-c2cccc(Cl)c2)on1 | 1.8% | -0.9% | nt
CCn1c(=O)cc(SCC(=O)N2CCCCC2)c2ccccc21 | 2.8% | 4.7% | 3.1%
CC1Cc2ccccc2N1C(=O)CNc1cccc(S(=O)(=O)N2CCCC2)c1 (stereo not given) | 0.6% | -12.8% | -13.7%
CCC1(c2ccc(C)cc2)NC(=O)N(CC(=O)Nc2cccc(S(=O)(=O)N3CCCC3)c2)C1=O (stereo not given) | -2.1%[56.1 µM] | -16.4% | nt
COc1ccc(C)cc1S(=O)(=O)Nc1ccncc1 | -2.5% | 1.7% | -12.0%
CCn1c(-c2ccc(Cl)cc2)n[nH]c1=S | nt | 1.7% | -10.8%
CCSC1=C(C#N)C(c2ccc(Cl)cc2)C2=C(CCCC2=O)N1 (stereo not given) | 6.8% | -9.7% | -22.3%
O=C(COc1ccc([N+](=O)[O-])cc1)Nc1nnc(-c2cccnc2)s1 | -8.6% | ? | -8.2%
CC(=O)N1CCN(c2ccc(NCc3ccc(C(C)C)cc3)cc2)CC1 | 13.9% | 21.5% | ?
CC(C)NS(=O)(=O)c1cccc2nsnc12 | 5.4% | -1.8% | -7.5%
COc1ccc2oc(=O)c(C(=O)Nc3cccc(C(C)=O)c3)cc2c1 | nt | -9.5% | 0.8%
O=C(CCNC(=O)c1ccccc1Cl)Nc1ccc2c(c1)OCO2 | 9.3% | -5.8% | -14.2%
CN(C)/N=C/c1c(O)ccc2ccccc12 | 10.4% | 9.8% | -6.9%
CCN(CC)c1ccc(/C=C/C(=O)c2cccnc2)cc1 | 5.1% | 15.7% | 4.4%
Cc1nc(SCc2c(F)cccc2Cl)n[nH]1 | 4.3% | 1.1% | 1.5%
O=C(NCCC1=CCCCC1)c1ccc2c(c1)N(Cc1ccc(F)cc1)C(=O)c1ccccc1S2(=O)=O | 8.1% | -15.5% | nt
